MITF TRPM1 inh – MITF TRPM1 promoter inhibition in SK-MEL-5 cells; AID 488899; 330,000 compounds, 0.83% hits; SK-MEL-5 TRPM1 promoter luciferase, 24 h; inhibition, % at 12.5 µM;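 active = mean inhibition across replicates of 60% or more, whatever share of single replicates reaches that level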; also: values of inactives mirror those of a sister screen read the other way
Shn3 3UTR inh – inhibitors of Schnurri-3 3'UTR reporter in osteoblasts. Clone20 osteoblast Shn3 3'UTR firefly luciferase, 24 h. inhibition, % at 12.5 µM. 360,000 compounds, 0.52% hits. AID 588674;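 active = mean inhibition of at least 75% with every replicate also reaching 75%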;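 also: 0% = median of neutral control wells and 100% = pilot-screen positive control compound; some compounds past the cut are filed as inactive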
HIF-2a inh – blocks HIF-2a reporter activity | 786-0 RCC cells HIF-2a reporter, luciferase luminescence, overnight | inhibition, % at 18.8 µM | 360,000 compounds, 0.72% hits;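 active = inhibition of the luminescence signal of 40% or more relative to plate controls, in a single-dose primary screen at 18.75 µM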
hiPSC survival – increases survival of single human iPS cells | hiPSC single-cell survival, ATPlite luminescence; 100% = ROCK inhibitor wells, 0% = DMSO | survival enhancement, % at 20 µM | 360,000 compounds, 0.044% hits; in the data active = survival enhancement above about 18%;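 also: cells exposed to compounds for 16 hours before the ATP read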
LMP1 NFkB inh – inhibitors of Epstein-Barr LMP1-induced NF-kappaB reporter | 350,000 compounds, 0.69% hits | inhibition, % at 12.5 µM | LMP1-induced NF-kappaB luciferase reporter cells, luminescence; in the data active = inhibition above about 41%;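 also: 0% = neutral control wells and 100% = reference inhibitor control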
NR2E3 ag-1 – agonists of human NR2E3 nuclear receptor; Q9Y5X4; CHO-S Gal4-NCOR/VP16-NR2E3 two-hybrid, luciferase; inhibition of corepressor binding, % at 3.98 µM; 360,000 compounds, 0.35% hits; AID 602229;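 active = inhibition above the mean of all tested compounds plus 3 SD, cut at about 70% in these data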;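 also: 0% = DMSO with NR2E3 transfected cells and 100% = cells lacking NR2E3 construct; higher means lower luciferase signal from less NR2E3 corepressor binding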
Target sequence (Q9Y5X4 whole entry, looked up, the tested form may be a part): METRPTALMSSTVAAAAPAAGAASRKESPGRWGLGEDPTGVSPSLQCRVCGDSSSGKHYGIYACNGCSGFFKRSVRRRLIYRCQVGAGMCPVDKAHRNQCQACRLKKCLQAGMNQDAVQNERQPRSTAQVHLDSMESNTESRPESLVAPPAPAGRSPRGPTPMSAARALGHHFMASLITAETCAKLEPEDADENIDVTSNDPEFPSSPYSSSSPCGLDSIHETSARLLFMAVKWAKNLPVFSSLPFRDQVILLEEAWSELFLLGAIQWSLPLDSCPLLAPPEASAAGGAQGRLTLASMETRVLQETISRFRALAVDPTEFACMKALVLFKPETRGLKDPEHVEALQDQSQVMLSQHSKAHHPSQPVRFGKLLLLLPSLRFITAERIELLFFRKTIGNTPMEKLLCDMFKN
Peg3 prom inh – Peg3 promoter activity inhibition | inhibition, % at 20 µM | AID 588405 | 360,000 compounds, 1.7% hits | HeLa PEG-Prom luciferase reporter, luminescence, overnight;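 active = inhibition of at least 50% at 20 µM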
KKLEB cytotox – counter-screen for CF NF-kB inhibitors: cytotoxicity; 360,000 compounds, 0.36% hits; KKLEB CF airway cells viability, ATPlite luminescence, overnight; hits give low values; cells stimulated with P. aeruginosa culture filtrate; AID 602141; activity change (cytotoxicity), % at 5 µM;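 active = corrected activity change at or below -50% at 5 µM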
NR2E3 ag-2 – NR2E3 (human) agonism; Q9Y5X4; GST-NR2E3/biotin-RetCOR TR-FRET, 1536-well; inhibition of corepressor binding, % at 4.78 µM; 320,000 compounds, 0.12% hits; AID 2300;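 active = percent inhibition above the cutoff of mean plus 3 SD of all tested compounds, set per screening campaign, cut at about 20% in these data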;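 also: 0% = DMSO wells and 100% = biotin wells as full block of FRET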
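Material: NR2E3–RetCOR corepressor complex / Amount: 1.35 nM GST-NR2E3 / Medium: Tris pH 7.5 / Compound: single nominal compound dose of 4.8 µM / Incubation: 5 h at 4 °C / Technique: TR-FRET, Eu(K)-anti-GST donor, streptavidin-D2 acceptor, ex 340, em 617/671 nm / Read-out basis: percent loss of FRET ratio relative to control wells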
TRAIL sens C8 – caspase-8 TRAIL sensitization; NB7+C8 cells + TRAIL, ATPlite viability luminescence; inhibition (viability loss, TRAIL sensitization), % at 10 µM; 360,000 compounds, 1% hits;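 active = compounds causing at least 50% loss of cell viability in the single-dose screen, relative to plate controls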
CF NFkB inh – cystic fibrosis NF-kB activation inhibition; KKLEB NF-kB-GFP reporter, PAF-induced, GFP fluorescence overnight; 360,000 compounds, 0.86% hits; inhibition, % at 5 µM;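 active = at least 50% inhibition at 5 µM, scaled per plate between neutral and stimulator controls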;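 also: PAF is a Pseudomonas aeruginosa culture filtrate used as stimulus; plate controls were PAF-stimulated DMSO wells for no effect and unstimulated DMSO wells for full effect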
* hit, by the source's call; nt = no result given. Some of the compounds tested. The share of hits here may be higher or lower than overall.

SMILES	MITF TRPM1 inh	Shn3 3UTR inh	HIF-2a inh	hiPSC survival	LMP1 NFkB inh	NR2E3 ag-1	Peg3 prom inh	KKLEB cytotox	NR2E3 ag-2	TRAIL sens C8	CF NFkB inh
Cc1cccc(/C=N/NC(=O)c2cc(-c3cccnc3)nc3c2c(C)nn3-c2ccccc2)c1	22.1	24.2	8.8	1.6	3.9	-20.2	10.8	-7.0	1.1	2.7	-24.0
COc1cccc(C(=O)N/N=C/c2ccc(Oc3ccc([N+](=O)[O-])cn3)c(OC)c2)c1	5.5	-21.9	-7.9	1.5	-8.8	-21.4	0.3	-5.2	3.8	-16.9	6.9
CC(C)(C)NC(=O)CN(C(=O)CCC(=O)Nc1nccs1)c1ccc(F)c(Cl)c1	-9.4	0.6	10.3	-0.5	3.9	-2.5	-3.0	6.2	-0.8	-1.7	-13.7
CCCCSc1nnc(-c2ccc(NC(=O)CCc3ccccc3)cc2)n1C	10.1	16.3	15.9	-0.1	2.5	-4.5	-3.2	12.4	2.7	6.0	-15.5
COc1cc(C2C(C#N)=C(N)Oc3cc(C)n(CCc4ccccc4)c(=O)c32)cc2c1OCO2 (configuration not stated)	2.5	-3.7	16.3	1.3	-1.7	-2.6	11.7	-6.4	4.0	-3.1	16.2
CCOc1ccc(NC(=O)c2cccc3c2C(=O)N(CC2CCCO2)C3)cc1 (configuration not stated)	-60.4	-28.2	-101.1	0.3	-7.5	-48.5	-81.2	-4.4	0.8	-4.6	1.0
CNC(=S)N1N=C(c2ccccc2)CC1c1ccc(OC)c(OC)c1 (configuration not stated)	-8.0	8.6	14.6	-0.8	-3.7	7.9	6.9	7.5	-0.2	25.9	-19.1
NC(=O)Nc1ccc(C(=O)OCC(=O)NCc2ccc3c(c2)OCO3)cc1	-10.5	-9.7	5.0	3.4	3.8	-0.1	-2.2	-21.0	2.8	-5.7	21.5
COc1cc2c(cc1OC)C(C(=O)NCc1ccco1)C1c3ccccc3CCN1C2=O (configuration not stated)	4.5	-3.5	4.0	6.3	-3.4	5.8	4.3	-15.7	-4.0	-7.8	11.8
CCN(CC)CCCNS(=O)(=O)c1ccc(OC)cc1	0.7	3.6	19.6	-2.7	-5.7	-1.7	-0.9	-6.0	5.5	-4.8	-5.3
CC(=O)N1CCN(C(=O)C(Cc2ccccc2)NC(=O)c2ccccc2)CC1 (configuration not stated)	-9.5	-1.5	-3.6	0.2	8.7	-10.4	-4.1	0.9	2.3	-11.1	11.5
CC(=O)c1c(C(C)=O)c(C)n(Cc2ccccc2)c1C	11.7	20.9	-10.7	0.3	9.7	-0.5	12.9	-0.4	-0.4	-9.7	-1.3

Shown in CSV form: three of the compounds above.
SMILES,MITF TRPM1 inh,Shn3 3UTR inh,HIF-2a inh,hiPSC survival,LMP1 NFkB inh,NR2E3 ag-1,Peg3 prom inh,KKLEB cytotox,NR2E3 ag-2,TRAIL sens C8,CF NFkB inh
CCOc1ccc(NC(=O)c2cccc3c2C(=O)N(CC2CCCO2)C3)cc1 (configuration not stated),-60.4,-28.2,-101.1,0.3,-7.5,-48.5,-81.2,-4.4,0.8,-4.6,1.0
CC(=O)N1CCN(C(=O)C(Cc2ccccc2)NC(=O)c2ccccc2)CC1 (configuration not stated),-9.5,-1.5,-3.6,0.2,8.7,-10.4,-4.1,0.9,2.3,-11.1,11.5
CC(C)(C)NC(=O)CN(C(=O)CCC(=O)Nc1nccs1)c1ccc(F)c(Cl)c1,-9.4,0.6,10.3,-0.5,3.9,-2.5,-3.0,6.2,-0.8,-1.7,-13.7

The list goes on.
SMILES	MITF TRPM1 inh	Shn3 3UTR inh	HIF-2a inh	hiPSC survival	LMP1 NFkB inh	NR2E3 ag-1	Peg3 prom inh	KKLEB cytotox	NR2E3 ag-2	TRAIL sens C8	CF NFkB inh
Nc1ccc2c(c1Cl)C(=O)c1ccc(N)c(Cl)c1C2=O	-16.1	-58.5	-120.2	-0.2	-30.7	-52.1	-109.5	-15.5	nt	5.7	-73.6
COCCN(Cc1cc2cc(C)ccc2[nH]c1=O)S(=O)(=O)c1ccc(Cl)cc1	5.5	7.3	-27.3	-0.1	-2.3	-11.9	0.8	4.3	-1.7	5.2	-8.9
CCOC(=O)N1CCN(c2ncc(C(F)(F)F)cc2Cl)CC1	-5.9	-9.7	-9.3	-0.3	5.7	15.1	-1.4	13.1	-1.1	3.1	2.0
Cc1ccc(CSc2nnc(CCNC(=O)OC(C)(C)C)o2)cc1	-6.8	5.3	17.8	-0.6	0.6	-17.2	13.1	0.5	9.1	-9.3	-2.3
CN(C)C(=O)C(Sc1ccc(S(=O)(=O)N2CCCC2)cn1)c1ccccc1 (configuration not stated)	-12.9	8.9	10.7	-0.3	-0.6	1.7	8.6	3.0	2.4	2.4	7.3
CCCCOP(=O)(c1ccc(N(C)C)cc1)C(O)c1ccncc1 (configuration not stated)	-0.4	-23.9	-0.2	0.9	-0.2	-8.6	-4.7	1.5	1.8	1.2	-13.9
COc1ccc(CN2CCN(C(=O)CC(C)C)CC2)cc1OC	19.5	9.3	1.3	6.6	-10.4	-0.1	10.4	0.6	6.2	-5.8	5.9
O=C(NCc1ccccc1)c1ccc(NC2=NC3CS(=O)(=O)CC3S2)cc1 (configuration not stated)	-0.9	-8.1	4.5	-0.7	-8.8	-28.2	2.5	2.5	-1.3	-3.1	-5.5
Cc1cc(Nc2nc3ccccc3nc2Cl)n(-c2ccc([N+](=O)[O-])cc2)n1	10.6	1.7	26.9	-0.7	6.1	-9.7	53.3*	-18.7	-1.4	-2.5	41.2
CC(=O)Nc1ccc(N2C(=O)CC(Sc3nc(C)cc(C)n3)C2=O)cc1 (configuration not stated)	16.7	-3.9	16.9	-0.2	-0.3	-17.2	1.3	0.0	-1.1	-12.7	2.0
N#CC1=C(N)Oc2n[nH]c(-c3ccncc3)c2C1c1ccsc1 (configuration not stated)	2.1	-4.6	6.3	2.4	10.4	-24.9	10.9	-8.0	-3.0	-5.3	32.1
COc1ccc(NC(=O)NCc2cccnc2)c(OC)c1	5.5	10.5	9.2	0.0	0.6	-23.2	18.3	-2.2	-0.2	-14.3	17.2
COc1ccc(CNC(=O)C(c2ccc(C)o2)N(C(=O)c2snc(C(N)=O)c2N)c2ccccc2OC)cc1 (configuration not stated)	11.9	17.1	4.8	0.2	-10.6	4.7	16.4	0.5	0.6	-10.9	6.6
COc1ccc(C2OCC3(CO2)SC(=O)NC3=O)cc1OC (configuration not stated)	-0.9	-22.0	12.3	1.3	2.1	12.0	13.2	5.1	0.0	6.4	6.6
N=c1n(CCN2CCCCC2)c2ccccc2n1CC(=O)c1cccs1	10.8	3.6	14.8	-0.6	-6.6	33.3	4.5	-8.6	-1.0	7.5	-16.1
CCc1nnc(NC(=O)c2cccc(OC)c2)s1	-22.8	-39.9	-120.5	-0.5	-3.8	-163.6	-143.6	6.9	-1.0	8.9	-6.1
O=C(N/N=C/c1cc(Br)c(O)c([N+](=O)[O-])c1)C(O)(c1ccccc1)c1ccccc1	nt	8.3	24.7	-0.7	nt	-17.7	-0.6	8.6	0.0	-7.3	-3.5
Cn1c(CNC(=O)c2ccco2)nnc1SCC(=O)Nc1ccc(Br)cc1F	-5.6	7.6	4.9	2.5	-8.1	-15.7	11.6	4.4	1.1	-5.7	11.3
Cn1ccc2c(N3c4ccccc4CCc4ccccc43)cc3c(c21)C1CCC3C1 (configuration not stated)	nt	18.6	-28.8	2.9	nt	-3.9	22.4	-3.5	nt	7.2	8.0
CCC(C)NC(=O)CN(c1ccc(OC)cc1)S(=O)(=O)c1ccc(NC(C)=O)cc1 (configuration not stated)	-7.5	-6.1	14.1	-1.2	1.8	15.4	4.5	0.4	-1.5	3.8	10.0
COc1cc(OC)cc(-c2c(C#Cc3ccsc3)c3cc(-c4cc(OC)c(OC)c(OC)c4)ccc3n2C)c1	5.5	0.6	10.4	-2.6	89.2*	-14.0	-0.3	-1.9	nt	0.1	23.8
COc1ccc(N2CCN(S(=O)(=O)c3ccc(C(=O)NCc4ccco4)cc3)CC2)cc1	7.8	31.0	12.5	1.3	2.5	6.1	17.4	6.3	1.4	-1.0	-2.0
Cc1ccc(S(=O)(=O)N2CCN(C(=O)COC(=O)c3c(C)cc(C)cc3C)CC2)c(C)c1	6.9	18.5	19.2	-0.1	0.9	-3.4	16.8	7.7	1.1	4.5	-13.8
COc1ccc(/C=N/NC(=O)OC(C)(C)C)cc1OC	-3.2	-11.1	-17.7	-0.6	0.6	-52.1	-8.7	0.0	0.6	16.1	7.5
Cc1ccc(CNC(=O)C2CC(c3cccc([N+](=O)[O-])c3)=NO2)cc1 (configuration not stated)	-1.1	-8.6	7.4	-0.9	-6.6	-22.2	12.3	0.8	-0.5	-20.8	13.3
COc1ccccc1C(=O)n1nc(-c2ccco2)nc1SC	5.5	14.7	18.3	-0.9	5.2	-7.2	11.3	-2.0	0.3	1.3	16.4
CCN(CC)C(=O)c1cccc(-c2csc(C(NC(C)=O)c3ccc(F)c(F)c3)n2)c1 (configuration not stated)	nt	-20.3	-11.0	-1.3	nt	-7.8	-0.1	2.8	nt	-21.4	-4.7
Cc1ccc(NC2=NCCCCC2)cc1	5.6	-10.7	18.0	-1.2	-8.7	-4.0	15.0	-3.3	2.8	-6.5	-2.2
CCOc1ccc(CCNC(=O)c2sc3nc4n(c(=O)c3c2C)CCC4)cc1OCC	1.9	5.8	14.3	-0.4	7.2	-15.1	21.7	6.5	-4.4	41.0	-25.2
CCCCOc1ccc(C2(C)NC(=O)NC2=O)cc1 (configuration not stated)	-5.6	15.6	13.7	0.1	9.6	10.1	19.5	7.8	-1.7	3.6	-9.8
Cc1cc(/C=C(\C#N)c2nc3ccccc3[nH]2)c(C)n1C	-57.4	-13.9	-208.6	-3.1	-24.5	-121.2	-148.8	-3.4	-3.7	77.9*	-32.0
CC1(C)CC(=O)C2=C(C1)N(Cc1ccco1)C(=O)C2(NC(=O)c1ccc(Cl)cc1Cl)C(F)(F)F (configuration not stated)	14.8	3.4	22.6	0.6	-3.9	-5.1	22.4	5.5	6.1	1.7	4.4
COc1ccc(OC)c(NC(=O)c2cc(S(=O)(=O)N3CCCCC3)c[nH]2)c1	-9.5	-8.2	-7.3	0.0	-6.3	-27.4	7.9	-17.9	-0.1	-2.4	4.5
Cc1cc(C)nc(/N=c2/ssnc2Cl)c1	41.8	-8.5	20.9	-0.8	5.6	-12.5	-0.3	4.0	-7.5	-10.6	9.9
CCOC(=O)CCNc1n[nH]c(=O)[nH]c1=O	8.4	0.8	7.0	5.2	5.6	-18.2	8.1	1.6	0.1	-4.1	4.5
O=C(NCc1ccccc1)c1c[nH]c2ccc(F)cc2c1=O	-2.0	-0.2	7.9	-0.6	4.1	1.0	9.4	-7.6	-4.1	3.8	-0.5
O=C(OCC(=O)N1CCOCC1)c1ccc2ccccc2c1O	-51.3	-74.8	-220.5	1.1	-20.3	-91.0	-216.4	25.3	3.5	-6.9	11.6
C=CCSc1nnc(NC(=O)c2ccc(Cl)nc2)s1	-54.6	-36.8	-100.7	0.0	-25.3	-48.3	-97.6	-0.2	-0.9	17.4	12.5
